NCOA1 inh = inhibits human SRC1 coactivator; Q15788; HEK293 GAL4-SRC1 luciferase reporter, luminescence; inhibition, % at 3.6 µM; 0.12% of 360,000 active; AID 588354;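 active means inhibition above the campaign mean plus 3 SD, with each screening campaign given its own cutoff, cut at about 60% in these data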;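 further: 0% = DMSO treated cells and 100% = gossypol at 36 µM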
TWEAK-Fn14 inh = blocks TWEAK-Fn14 interaction in a reporter cell assay. 2% of 360,000 active. inhibition, % at 10 µM. TWEAK-stimulated Fn14 reporter cells, luciferase luminescence, 8 h. AID 1159606; in the data active means inhibition above about 50%
NOD2-RIPK2 inh = NOD2-RIPK2 protein interaction inhibition. O43353. CHO BLA complementation NOD2-RIPK2, CCF4 ratio. inhibition, % at 4.98 µM. 0.38% of 360,000 active. AID 624267; in the data active means inhibition above about 21%;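 further: 0% = vehicle only and 100% = reference blocker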
Granule exo inh = lytic granule exocytosis inhibition; TALL-104 LAMP-1 surface exposure, flow cytometry; cells stimulated with thapsigargin and PMA; inhibition, % at 10 µM; 0.66% of 360,000 active;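 active means inhibition above about 55%, limit read from the data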
SRC2 inh = inhibits human steroid receptor coactivator 2; Q15596; HEK293 GAL4-SRC2 luciferase reporter, luminescence; inhibition, % at 9 µM; 0.17% of 370,000 active; AID 651957;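 active means inhibition above the mean inhibition of all tested compounds plus 3 SD, set per campaign, cut at about 52% in these data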;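 further: 0% = DMSO treated cells and 100% = cells given Gossypol at 36 µM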
LRH-1 inv ag = suppresses constitutive activity of human LRH-1. AID 602396. 0.13% of 360,000 active. HEK293T StAR-luciferase reporter, LRH-1 transfected, 24 h. inhibition, % at 3.6 µM. O00482;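 active means inhibition above the mean inhibition of all tested compounds plus 3 SD, cut at about 73% in these data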;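 further: 0% = DMSO wells and 100% = reporter-only cells lacking LRH-1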
Target sequence (O00482 whole entry, looked up): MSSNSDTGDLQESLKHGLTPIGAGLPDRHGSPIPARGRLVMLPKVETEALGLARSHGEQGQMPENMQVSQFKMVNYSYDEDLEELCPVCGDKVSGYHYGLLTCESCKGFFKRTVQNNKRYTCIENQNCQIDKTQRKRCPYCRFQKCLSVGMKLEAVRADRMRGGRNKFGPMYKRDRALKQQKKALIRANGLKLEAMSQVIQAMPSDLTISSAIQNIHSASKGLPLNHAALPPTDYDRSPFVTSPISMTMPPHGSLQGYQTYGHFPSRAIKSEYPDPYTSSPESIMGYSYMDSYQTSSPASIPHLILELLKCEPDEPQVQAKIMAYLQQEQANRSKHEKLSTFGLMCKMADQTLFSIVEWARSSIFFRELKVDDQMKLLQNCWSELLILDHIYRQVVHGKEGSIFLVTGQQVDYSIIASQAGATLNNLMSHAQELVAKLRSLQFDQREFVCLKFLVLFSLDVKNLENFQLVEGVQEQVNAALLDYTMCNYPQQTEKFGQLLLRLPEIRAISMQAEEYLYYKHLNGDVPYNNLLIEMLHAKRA
TROY signal inh = TROY signaling inhibition; Q293 LMP1-TROYcd NF-kB luciferase reporter, 4 h; inhibition, % at 10 µM; 0.98% of 360,000 active;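 active means compounds whose plate-normalised and pattern-corrected inhibition of the luciferase reporter signal at the single screening dose is 50% or more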
TLR9-MyD88 block = blocks human TLR9 binding to MyD88 | Q9NR96+Q99836 | CHO BLA complementation TLR9-MyD88, CCF4 FRET ratio | inhibition, % at 4.98 µM | 0.21% of 340,000 active;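 active means inhibition above the mean over all tested compounds plus 3 SD, cut at about 21% in these data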;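 further: 0% = DMSO only wells and 100% = clavulanate BLA inhibitor control wells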
SRC3 inh = inhibitors of human steroid receptor coactivator 3 (SRC3); HEK293 GAL4-SRC3 luciferase reporter, luminescence; inhibition, % at 3.6 µM; 0.17% of 360,000 active; AID 588352;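 active means inhibition above a per-campaign cutoff, the mean of all compounds plus 3 SD, cut at about 60% in these data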;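 further: 0% = DMSO-treated cells and 100% = gossypol-treated cells at 36 µM; higher means less SRC3-driven luciferase light from the GAL4 reporter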
COUP-TFII inh = inhibitors of human COUP-TFII (NR2F2); P24468; HEK293T NGFI-A luciferase reporter, luminescence; inhibition, % at 8.6 µM; 0.7% of 370,000 active; AID 686940;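 active means inhibition above a per-plate cutoff, mean inhibition of test wells between control levels plus 3 SD, cut at about 38% in these data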;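 further: cells cotransfected with COUP-TFII expression vector driving the NGFI-A reporter; 0% = median of COUP-TF2 test wells and 100% = reporter-only cells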
Target sequence (P24468 whole entry, looked up): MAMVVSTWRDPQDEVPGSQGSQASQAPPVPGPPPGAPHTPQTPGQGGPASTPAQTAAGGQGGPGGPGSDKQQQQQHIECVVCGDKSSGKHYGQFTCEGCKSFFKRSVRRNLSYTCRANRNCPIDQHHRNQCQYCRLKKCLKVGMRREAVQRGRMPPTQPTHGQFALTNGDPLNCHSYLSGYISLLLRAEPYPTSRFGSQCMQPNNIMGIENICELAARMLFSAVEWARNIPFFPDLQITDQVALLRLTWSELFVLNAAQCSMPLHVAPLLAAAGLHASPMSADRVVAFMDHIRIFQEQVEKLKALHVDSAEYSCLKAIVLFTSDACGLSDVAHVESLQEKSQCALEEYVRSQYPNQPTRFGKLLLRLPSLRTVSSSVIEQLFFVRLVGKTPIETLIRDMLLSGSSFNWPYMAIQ
ABHD5 PLIN5 PPI = ABHD5-PLIN5 protein interaction inhibition; Q00G26+Q8WTS1; Split G. princeps luciferase complementation, luminescence, 4 h; AID 602281; inhibition, % at 4 µM; 0.78% of 360,000 active;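 active means inhibition above the mean inhibition across every tested compound plus 3 SD, cut at about 22% in these data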;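 further: 0% = DMSO only wells and the 100% control is not disclosed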
Starred values were filed as active, the others as inactive; . = not tested or not shown. Some of the compounds tested; the hit share may differ from the screen's.

smiles | NCOA1 inh | TWEAK-Fn14 inh | NOD2-RIPK2 inh | Granule exo inh | SRC2 inh | LRH-1 inv ag | TROY signal inh | TLR9-MyD88 block | SRC3 inh | COUP-TFII inh | ABHD5 PLIN5 PPI
COc1cc(N2C(=O)c3ccccc3C2=O)c(Cl)cc1C(=O)OCC(=O)N(C)C | 3 | 10 | -2 | -2 | -3 | -10 | 14 | 13 | 6 | 6 | 0
CC(C)CC(=O)Nc1cccc(NC(=O)CC(C)C)n1 | 10 | -1 | 0 | 0 | 14 | 12 | 0 | -7 | 14 | 2 | -5
COc1ccc2c(CSc3nc4nc(C)cc(C)n4n3)cc(=O)oc2c1 | 0 | -22 | 4 | 0 | -19 | 0 | 24 | -8 | -4 | 4 | -1
CN(Cc1ccccc1)C(=O)c1[nH]cnc1C(=O)N[C@@H](CCCCNC(=O)OC(C)(C)C)C(=O)OC(C)(C)C | 1 | -10 | 14 | -11 | . | 29 | -13 | -6 | -4 | . | 9
CSCCC(NC(=O)/C(=C/c1ccco1)NC(=O)c1ccco1)C(=O)O (stereo unspecified) | 2 | -18 | -3 | -1 | 8 | -8 | -22 | . | 10 | 10 | 9
O=S(=O)(/N=C(/c1ccccc1)N1CCCCCC1)c1ccccc1 | -5 | 5 | 0 | -4 | -4 | 9 | -17 | 18 | 9 | -14 | 9
CC(Sc1nnc(-c2ccc(OC(F)F)cc2)n1N)C(=O)NCC1CCCO1 (stereo unspecified) | 11 | -9 | 1 | -8 | -4 | -11 | 21 | -3 | 2 | -8 | 0
Cc1cc(C)c(S(=O)(=O)NC2CC(C)(C)NC(C)(C)C2)cc1Br | 4 | 4 | 4 | 20 | -9 | 8 | 1 | -14 | 14 | -18 | 5
COc1ccc(C(=O)NCC(=O)OCC(=O)NC(=O)c2ccc(C(C)(C)C)cc2)cc1OC | 4 | 0 | -3 | -1 | 10 | -26 | 7 | 5 | -8 | -26 | -2
CCOC(=O)C(=O)Nc1nc(-c2ccc3c(c2)CCN3C(=O)C2CC2)c(C)s1 | -16 | 31 | -7 | -5 | -5 | -5 | -14 | -17 | -11 | -6 | 5
C[C@@H]1CN([C@@H](C)CO)C(=O)CCCn2nncc2CO[C@@H]1CN(C)S(=O)(=O)c1ccc(Cl)cc1 | 3 | -12 | 7 | -4 | 7 | 13 | -8 | -17 | 11 | 4 | -10
Cc1nc2ccc(C(=O)Nc3cccc(NS(C)(=O)=O)c3)cn2c1N(C)C(=O)CCc1ccccc1 | 0 | 3 | 7 | 10 | -30 | 0 | 0 | . | -16 | 1 | 0
COc1ccc(S(=O)(=O)c2ccccc2)cc1NS(=O)(=O)c1cccc(C(=O)O)c1 | 1 | 1 | 3 | -1 | -16 | -26 | -31 | 6 | -22 | -8 | -6
COC(=O)[C@H](CCSC)NC(=O)Cn1cnc2c(NCc3ccccc3)ncnc21 | -16 | 8 | -2 | -2 | -23 | 4 | -8 | -1 | -22 | -7 | 5
CCOC(=O)[C@H]1[C@H]2COc3ccc(Cl)cc3[C@@H]2N2C(=O)c3cc(C)ccc3NC(=O)[C@@]12C | -10 | -24 | 14 | 2 | -38 | 9 | 7 | 7 | -18 | -5 | 5
CCOC(=O)CSc1ccc(S(=O)(=O)N(CC)CC)cc1[N+](=O)[O-] | 4 | 3 | 0 | 5 | -15 | -26 | 1 | -4 | 11 | -15 | -4
COc1ccc(NC(=O)c2c[nH]n3c(=O)cc(C4CCN(C(=O)OC(C)(C)C)CC4)nc23)cc1Cl | 7 | 4 | -3 | -1 | 18 | 10 | 26 | -9 | -2 | 1 | -1
NS(=O)(=O)c1ccc(Cl)cc1[N+](=O)[O-] | -1 | 0 | 5 | 6 | -9 | -4 | 10 | -6 | 0 | -2 | -8
C/C(=N\OCC(=O)Nn1c(C)nc2ccccc2c1=O)c1cccs1 | 0 | -8 | -14 | -2 | 15 | -9 | 7 | -8 | -10 | 1 | -4
Cc1ccc(CS(=O)Cc2ccc(C(=O)NCCCc3ccccc3)o2)cc1 (stereo unspecified) | 8 | -24 | 11 | -12 | -1 | 3 | -1 | 4 | 7 | 8 | 19
CCN(CC)CCn1c(=N)n(CC(O)COc2cccc(C)c2)c2ccccc21 (stereo unspecified) | 8 | -25 | 5 | 23 | -61 | 6 | -17 | . | 9 | 6 | 5
Cn1c(=O)n(C)c2cc(C(=O)O)ccc21 | 1 | -4 | -1 | -1 | 13 | 5 | -4 | -1 | 2 | 9 | 6
O=C(CNC(=S)N(Cc1ccccc1)Cc1cccnc1)NCCc1ccccc1 | 8 | 2 | -1 | -5 | 10 | 0 | -7 | -3 | 11 | -29 | -2
COc1ccccc1CC(=O)NNS(=O)(=O)c1cccc([N+](=O)[O-])c1 | 1 | -18 | -7 | -10 | 9 | 7 | 0 | 0 | -2 | 13 | -4
COc1cccc(CNC(=O)CSc2nnc3c(n2)[nH]c2ccccc23)c1 | 1 | 13 | 4 | 5 | -6 | 20 | -21 | 4 | -15 | -17 | -2
COc1ccc(N(Cc2ccccc2)S(=O)(=O)c2cccc(C(=O)Nc3ncccc3C)c2)cc1 | -5 | 14 | 0 | 0 | 16 | -3 | 13 | -6 | -1 | 2 | -8
CC(C)(C)C(c1nc2ccccc2[nH]1)n1c(-c2ccsc2)nc2ccccc21 (stereo unspecified) | . | . | 0 | 4 | 7 | -3 | . | . | . | -10 | -2
O=C(c1ccc(F)cc1)n1c(=S)nc2ccccn21 | -115 | 78* | 3 | -3 | -60 | -160 | -8 | 5 | -68 | -47 | -7
CS(=O)(=O)N1CCN(c2ccccc2NC(=O)CSc2nnc(-c3ccco3)o2)CC1 | 2 | 8 | -7 | -11 | -1 | -18 | 14 | 4 | -1 | 6 | 1
C/C(=N/NC(=O)CNC(=O)c1ccncc1)c1ccc(Cl)cc1 | -6 | -1 | -2 | -2 | -35 | -2 | 0 | 4 | 11 | 4 | -7
COc1ccc(CCNC(=O)C(=O)NCC2OCCN2S(=O)(=O)c2ccc(Cl)cc2)cc1OC (stereo unspecified) | -3 | 13 | 5 | -2 | 21 | 13 | 14 | -5 | 2 | 42* | 1
COc1ccc(C(OC(=O)c2ccco2)C(=O)NC2CCCC2)cc1 (stereo unspecified) | -6 | 2 | 0 | -22 | 5 | 12 | -13 | -7 | 10 | -1 | 5
O=C(Oc1c(Cl)cc(Cl)c2cccnc12)N1CCCCC1 | -13 | 3 | -9 | 1 | -14 | -6 | -16 | -7 | 1 | 10 | -3
C=CCNc1nc(N2CCOCC2)c(C#N)c2c1CN(C)CC2 | -1 | -7 | -1 | -1 | -6 | 6 | -9 | -4 | -3 | -20 | -32
N#Cc1ccccc1OCCn1cncn1 | 0 | 4 | -2 | -15 | 10 | -6 | 6 | -5 | -15 | 15 | 11
CC(=O)c1ccc(C(=O)N2CCc3c([nH]c4ccccc34)C2c2cccc(C)n2)s1 (stereo unspecified) | -9 | -4 | -11 | 3 | -6 | -2 | -9 | -7 | -2 | -11 | -1
CCOc1ccc(NC(=O)CN(C)C(=O)CN2C(=O)C3CC=CCC3C2=O)cc1OCC (stereo unspecified) | -2 | -6 | -11 | -6 | -16 | 10 | -11 | 4 | -2 | -8 | 1
CCOC(=O)CN(C(=O)COc1nc(-c2ccccc2)cc(C)c1C#N)c1cccc(OC)c1 | -24 | -4 | -13 | 7 | -6 | 21 | -6 | 1 | 15 | 1 | -1
CCc1c(C(C)=O)oc2ccc3c(C)cc(=O)oc3c12 | 7 | -38 | -3 | 12 | -11 | -2 | 3 | 4 | -2 | 16 | 0
COc1ccc(NC2CCCN(C(=O)c3ccc(OC)o3)C2)cc1 (stereo unspecified) | -5 | -4 | -1 | -3 | -15 | 3 | -15 | -4 | 8 | 7 | 2
CSc1ncccc1C(=O)Nc1cccc(S(=O)(=O)N(C)c2ccccc2)c1 | -16 | 7 | 1 | -12 | 20 | -7 | 5 | -4 | 1 | 12 | -6
CC1CN(C(=O)COC(=O)c2cc(Cl)ccc2[N+](=O)[O-])CC(C)O1 (stereo unspecified) | -13 | -9 | -7 | -8 | -22 | -8 | -24 | -2 | 3 | -4 | -6
Cc1cc(C(C)(C)C)cc(S(=O)(=O)NCCc2ccncc2)c1C | -7 | 12 | 6 | 4 | -8 | -1 | -8 | 6 | 2 | -3 | -6
COC(=O)C1=NN(c2ccccc2OC)C2C(=O)N(c3ccccc3OC)C(=O)C12 (stereo unspecified) | -11 | 9 | 0 | -1 | -4 | 23 | -14 | -11 | 11 | -3 | -2
O=C(Nc1ccccc1C(=O)N/N=C/c1ccc(O)cc1)c1ccccc1 | -45 | 11 | 0 | 1 | -16 | -34 | -34 | 7 | -42 | -31 | 6
CCOC(=O)CN1C=C(c2ccc3ccccc3n2)C(C[N+](=O)[O-])c2ccccc21 (stereo unspecified) | -80 | -7 | 0 | 2 | . | -67 | -79 | 5 | -44 | . | 1
O=C(N/N=C/c1ccc[nH]1)c1cccc(Br)c1 | -2 | -13 | 3 | -7 | -13 | -46 | -40 | 3 | -10 | -4 | -2
Cc1noc(C)c1C(=O)OCC(=O)c1c(N)n(CC(C)C)c(=O)n(C)c1=O | -9 | 0 | 0 | -2 | 2 | -6 | -31 | -2 | -2 | -7 | -5
COc1ccc(Cc2c(-c3ccc(C)cc3)nc3c4ccccc4ccn23)c(C)c1 | -13 | 11 | 6 | -2 | -9 | -8 | -4 | . | -1 | -9 | -1
CCC(=O)N(C(=O)CC)N1CCN(c2ccncc2S(=O)(=O)N2CCCCC2)CC1 | 7 | 6 | 4 | 22 | -2 | 13 | -10 | 1 | 25 | -1 | 5
COc1ccc(CC(=O)Nc2cc(C)ccn2)cc1 | -14 | -17 | 0 | -5 | -33 | -24 | -29 | 8 | 3 | -8 | 3
O=C(Nc1nc(=O)c2ccccc2s1)c1ccc(Cl)cc1 | -17 | -21 | -15 | 5 | -26 | -8 | -51 | 0 | -33 | -2 | -8
O=C(NO)C1CC2C=CC1C2 (stereo unspecified) | -10 | 10 | -13 | -3 | -16 | 2 | -4 | 2 | 3 | -1 | 3
Cc1cc(=O)n2c(ccc3ccccc32)c1C#N | -9 | -5 | -1 | 0 | -20 | 25 | 4 | 4 | 9 | -5 | 2
COc1cccc2sc3cc(C#Cc4ccccn4)ccc3c(=O)c12 | -28 | -21 | 8 | 4 | -46 | -57 | -68 | -3 | -54 | -16 | 13

Entries of single compounds, looked up by structure. Order of screens: NCOA1 inh | TWEAK-Fn14 inh | NOD2-RIPK2 inh | Granule exo inh | SRC2 inh | LRH-1 inv ag | TROY signal inh | TLR9-MyD88 block | SRC3 inh | COUP-TFII inh | ABHD5 PLIN5 PPI
Listed for O=C(NO)C1CC2C=CC1C2 (stereo unspecified) = -10 | 10 | -13 | -3 | -16 | 2 | -4 | 2 | 3 | -1 | 3
Listed for CCC(=O)N(C(=O)CC)N1CCN(c2ccncc2S(=O)(=O)N2CCCCC2)CC1 = 7 | 6 | 4 | 22 | -2 | 13 | -10 | 1 | 25 | -1 | 5
